From PubChem
Jurkat autofluor – counter-screen for VLA-4 integrin: compound autofluorescence in Jurkat cells; flow cytometry; hits give high values; 1 = vehicle-only cell background; fluorescence ratio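 (tested at 10 µM compound in the well)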; actives 0.61% (n = 24,000);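 active = fluorescence ratio above 2.44, which is 1 plus 3 SD of all ratios; inconclusive = signal too bright to measure linearly, ratio around 10 or more; inactive = fluorescence ratio below 2.44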;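 note: green fluorescence of cells measured with 488 nm excitation and 530 nm emission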
VLA-4 antagonist – blocks LDV-FITC ligand binding to Mn2+-activated human VLA-4 integrin; inhibition, % at 10 µM (by protocol); actives 0.2% (n = 24,000); P13612; Jurkat cells, LDV-FITC binding with Mn2+, flow cytometry; 100% = Mn2+-driven binding gain fully reversed;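 active = inhibition above 50%; inconclusive = compound itself fluorescent, judged against control cell fluorescence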;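 note: 0% = Mn2+ stimulated cells lacking compound and 100% = ligand binding without Mn2+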
Target sequence (P13612 whole entry, looked up): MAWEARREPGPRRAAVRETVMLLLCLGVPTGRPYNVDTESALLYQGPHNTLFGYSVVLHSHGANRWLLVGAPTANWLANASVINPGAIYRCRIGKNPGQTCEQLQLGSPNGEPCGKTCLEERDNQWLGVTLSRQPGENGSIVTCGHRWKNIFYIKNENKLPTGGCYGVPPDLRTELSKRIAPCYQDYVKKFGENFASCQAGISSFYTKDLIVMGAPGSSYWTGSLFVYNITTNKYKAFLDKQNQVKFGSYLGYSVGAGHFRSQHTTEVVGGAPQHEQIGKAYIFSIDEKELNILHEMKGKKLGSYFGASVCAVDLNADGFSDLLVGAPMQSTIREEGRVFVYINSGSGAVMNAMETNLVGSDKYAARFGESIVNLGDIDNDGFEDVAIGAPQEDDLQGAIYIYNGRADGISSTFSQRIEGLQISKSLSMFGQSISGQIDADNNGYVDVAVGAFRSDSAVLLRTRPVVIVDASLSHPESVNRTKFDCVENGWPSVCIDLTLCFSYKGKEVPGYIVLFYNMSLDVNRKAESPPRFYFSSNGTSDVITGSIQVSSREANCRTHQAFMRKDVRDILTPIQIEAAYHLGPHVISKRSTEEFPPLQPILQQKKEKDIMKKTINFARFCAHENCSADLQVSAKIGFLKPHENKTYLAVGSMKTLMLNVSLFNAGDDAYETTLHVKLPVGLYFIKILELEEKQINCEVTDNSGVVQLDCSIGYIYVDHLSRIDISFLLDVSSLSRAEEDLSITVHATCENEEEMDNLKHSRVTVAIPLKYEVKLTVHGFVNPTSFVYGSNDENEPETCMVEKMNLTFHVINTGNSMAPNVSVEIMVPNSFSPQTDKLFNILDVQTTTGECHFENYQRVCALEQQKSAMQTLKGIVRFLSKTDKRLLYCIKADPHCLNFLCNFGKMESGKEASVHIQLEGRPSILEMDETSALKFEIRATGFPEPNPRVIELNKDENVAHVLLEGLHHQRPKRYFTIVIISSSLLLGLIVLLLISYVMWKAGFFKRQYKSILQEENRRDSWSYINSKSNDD
LNCaP diff act – promotes differentiation of LNCaP prostate cells. flow cytometry side scatter, 4 d. side scatter shift, % at 10 µM. actives 0.56% (n = 24,000);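 active = side scatter shift above 30%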;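 note: androgen-responsive LNCaP prostate cancer cells in charcoal-stripped serum medium; percent of cells past a gate set so DMSO wells show 10% shift; higher shift means more granular cells and more differentiation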
VLA-4 agonist – allosterically activates the human VLA-4 integrin; Jurkat cells, LDV-FITC binding, flow cytometry; AID 528; activation, % at 10 µM (by protocol); P13612; 24,000 tested, under 10 active;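 active = fluorescent ligand binding to cells raised by more than 40% of the manganese-induced maximum; inconclusive = compound's own fluorescence above 85% of the ligand control signal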;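 note: 0% = ligand binding without compound and 100% = manganese-stimulated maximal binding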
* hit, by the source's call; u = inconclusive; x = not tested or not shown. Only part of the results is shown; the hit share may differ from the screen's.

molecule	Jurkat autofluor	VLA-4 antagonist	LNCaP diff act	VLA-4 agonist
COc1ccc(-n2c(=O)[nH]cc(C(=O)Nc3ccc4c(c3)OCCO4)c2=O)cc1	1.1	-10	17	5
CCN(CC)S(=O)(=O)c1ccc2oc(C(=O)NCC3COc4ccccc4O3)c(C)c2c1 (configuration not stated)	1.2	11	5	-9
O=C(c1noc2c1CCc1ccccc1-2)N1CCc2ccccc2C1	1	12	8	4
Cc1ccccc1S(=O)(=O)Cc1ccc(C(=O)NCc2cccnc2)o1	1	-1	7	1
O=C(c1csc2c1CCCCC2)N1CCN(c2ncccn2)CC1	1.1	8	9	-5
CC(C)N(Cc1nc(-c2ccc(Cl)cc2)no1)C(=O)CN(C)S(=O)(=O)c1ccc(Cl)cc1	1	-3	14	-5
COc1ccccc1NC(=O)c1oc2ccccc2c1NC(=O)c1cc(OC)c(OC)c(OC)c1	1.2	-5	9	5
O=C1CC(c2cccc(Cl)c2)Cc2nc(N3CCN(c4ccccc4)CC3)ncc21 (configuration not stated)	1	-13	13	11
Cc1nccc2[nH]c(=O)c(C(=O)NC3CCCCC3C)cc12 (configuration not stated)	1	-17	2	4
COCCNC(=O)C1c2cc(OC)c(OC)cc2C(=O)N(C)C1c1cccnc1 (configuration not stated)	0.99	-6	7	10
Clc1cccc(-c2nn3c(Cn4cnc5ccccc54)nnc3s2)c1	0.98	-8	4	-10
CCCNC(=O)Cn1cnc2sc(C(=O)NCCN(CC)CC)c(C)c2c1=O	1	-1	6	2
CCOC(=O)NC1(NCc2ccccc2)Oc2ccccc2O1	1	-30	10	4
O=C(O)C1CCCCC1C(=O)Nc1ccc(Cl)cc1Cl (configuration not stated)	1	6	12	3
N#CC(C(=O)c1ccco1)c1ccccn1 (configuration not stated)	1	-4	x	2
COc1ccc(CCNS(=O)(=O)c2ccc3c(c2)CCN3C(=O)C2CC2)cc1OC	1.1	-9	13	5
CCN(CCCNC(=O)CC(C(=O)N1CCc2ccccc21)n1ccnc1)c1ccccc1 (configuration not stated)	1	-32	4	-1
O=C(NCc1ccco1)c1ccc(CS(=O)(=O)Cc2ccc(F)cc2)o1	1	0	10	1
O=C(Cn1ccc2ccccc2c1=O)NCCC(=O)N1CCN(C2CCCCC2)CC1	1	-10	6	0
COc1ccc(C(=O)NCc2nnc(SCC(=O)N3CCCCC3)o2)cc1OC	1	-9	3	6

New compounds follow.
molecule	Jurkat autofluor	VLA-4 antagonist	LNCaP diff act	VLA-4 agonist
COc1cccc(S(=O)(=O)Nc2ccc(C(=O)N3CCN(C(=O)c4ccco4)CC3)cc2)c1	1.1	-4	9	-9
O=C(c1oc(=O)c2ccccc2c1-c1ccccc1)N1CCOCC1	1	47	5	4
C=CCSC1=C(C#N)C(c2ccccc2C)CC(=O)N1 (configuration not stated)	2.4	u	9	u
CN(C)C(CNc1nnnn1-c1ccccc1)c1ccco1 (configuration not stated)	1.2	-4	13	1
Cc1nnc(SCCCn2c(N3CCCCC3)nc3c2c(=O)[nH]c(=O)n3C)s1	1.1	-6	10	-3
O=C1C(C=NCc2ccccn2)=C(O)c2ccccc21	0.98	-14	7	3
COc1cc(C)c(C(N)=O)c(OC)n1	0.99	3	4	-1
Cc1csc(NC(=O)C2CCCN2C(=O)Oc2ccccc2)n1 (configuration not stated)	1	-12	2	-4
COc1cc(NC(=O)c2nccnc2C(=O)O)cc(OC)c1	1.1	1	5	2
CC(NS(=O)(=O)c1ccc(Cl)cc1)C(c1cccs1)N1CCN(C)CC1 (configuration not stated)	0.95	-4	18	-14
COC(=O)CCN(C)CCC(=O)OC	1.1	-2	5	-3
O=c1cc(Nc2ccc3c(c2)OCCO3)[nH]c(=O)n1Cc1ccc(F)cc1	1.1	-32	17	1
COc1cc(C)nc(SCC(N)=O)n1	1	-4	7	5
CC(C)n1c(CNC(=O)c2ccccc2)nc2ccccc21	0.96	-4	6	3
COc1ccc(CC(=O)N2CCOCC2)cc1OC	0.94	-25	8	-2
CCNCCNC(=O)c1c(O)c2ccccc2n(CC)c1=O	1	-2	4	2
CCOC(=O)C1CCN(c2c(NCCN3CCN(c4ccccc4)CC3)c(=O)c2=O)CC1	1.1	-10	5	2
CCCCNC(=O)c1ccc2c(c1)N(CC)C(=O)c1ccccc1S2(=O)=O	1.1	10	7	-12
CCOc1ccc(C(=O)Nc2ccc(Cl)cn2)cc1Cl	1	-8	x	7
CCCc1c(O)nc(SCC(=O)NCCc2ccc(OC)c(OC)c2)[nH]c1=O	1	-2	12	-1

The final 2 entries of the section above are carried over, then new ones follow.
molecule	Jurkat autofluor	VLA-4 antagonist	LNCaP diff act	VLA-4 agonist
CCOc1ccc(C(=O)Nc2ccc(Cl)cn2)cc1Cl	1	-8	x	7
CCCc1c(O)nc(SCC(=O)NCCc2ccc(OC)c(OC)c2)[nH]c1=O	1	-2	12	-1
COc1ccc(C2=CC(=O)OC3(CCCCC3)O2)cc1	0.99	4	13	-10
CCN(CC)S(=O)(=O)c1ccc(Nc2nc3ccccc3n3nnnc23)cc1	3.2*	u	6	u
O=S(=O)(NCC1CCCO1)c1ccc(S(=O)(=O)N2CCc3ccccc3C2)cc1 (configuration not stated)	1	-14	15	2
Cc1ccc(-c2nc(C3CCN(S(C)(=O)=O)CC3)no2)cc1	1.1	-4	12	3
COc1cccc2sc(Nc3nnc(-c4ccc(F)cc4)o3)nc12	1.1	90*	x	0
O=c1c2cc3c(cc2[nH]c(=S)n1CCN1CCOCC1)OCO3	1	-6	4	-1
Cc1ccc(CN2C(=O)CSc3ccc(C(=O)NCCN4CCOCC4)cc32)cc1	1	-14	2	-2
O=C(Nc1ccncc1)c1cccc(F)c1	1.1	-8	6	-4
CCCCOc1ccc(S(=O)(=O)NCc2csc(C)n2)cc1	1.2	19	21	-2
Cc1ccccc1C(=O)c1cccn1CC(=O)NCC1CCCO1 (configuration not stated)	1	0	8	-4
CCOc1ccc2nc(NC(=O)C3CCN(S(=O)(=O)c4cnc[nH]4)CC3)sc2c1	1	0	6	-4
COc1ccc(NC(=O)CC(NCCc2ccccc2)C(=O)O)c(OC)c1 (configuration not stated)	1.2	u	11	u
COc1ccc(Br)cc1/C=c1\sc2nc(-c3ccco3)nn2c1=O	1.2	-15	4	3
CCOC(=O)N1CCC(NC(=O)CCc2c(C)nc3nc(C)nn3c2C)CC1	1	-1	8	7
COC(=O)Cn1cnc2sc(C)c(S(=O)(=O)N3CCC(C)CC3)c2c1=O	1.1	4	8	0
CC(NS(C)(=O)=O)C(c1cccs1)N1CCN(c2ccccc2F)CC1 (configuration not stated)	0.98	2	23	5
CC1=C(C(=O)NCc2ccccn2)C2(CCC(C)CC2)OC1=O (configuration not stated)	1	4	1	-1
Cc1cc(C)n2nc(SCC(=O)N(C)c3ccccc3)nc2n1	0.99	-15	10	2
COc1cccc(-c2nc(CSCC(=O)N3CCc4ccccc43)c(C)o2)c1	1.1	6	11	-4
COc1ccc(-c2nc(C(N)=O)c3[nH]c(=O)n(-c4cccc(Cl)c4)c3n2)cc1OC	4.5*	u	7	u

(listing goes on)
molecule	Jurkat autofluor	VLA-4 antagonist	LNCaP diff act	VLA-4 agonist
COc1ccc2[nH]c3c(=O)n(CCCCC(=O)N4CCCC4)c(=S)[nH]c3c2c1	1.1	-25	5	4
CC(C)c1ccc(CNc2ccc(N3CCOCC3)cc2)cc1	0.96	-12	12	3
O=C(NCCCNC(=O)c1ccccn1)c1ccccn1	0.99	0	1	0
O=C(NC1CCN(Cc2ccccc2)CC1)C1CCN(S(=O)(=O)c2cccc3cccnc23)CC1	1	-2	7	0
O=C(NCCN1CCOCC1)c1cc(-c2ccc(Br)cc2)on1	1.1	9	5	2
O=C(CN1CCN(Cc2ccccc2)CC1)N1CCCc2c1c(=O)oc1ccc(O)cc21	0.99	21	8	3
COc1ccc(N2CC(O)=C(c3nc4ccccc4s3)C2=N)c(OC)c1	2.4	u	8	u
Cc1ccc2cc3cc(C(=O)NCc4ccco4)oc3nc2c1	1	6	3	6
CCOc1ccccc1C1CC(c2ccc(F)cc2)Nc2nc(N)nn21 (configuration not stated)	1.1	10	4	2
Cn1c(=O)cc(SCC(=O)NCCCN2CCOCC2)c2ccccc21	0.93	12	7	-1
CC(=O)C1=C(C)NC(SCSc2ccccc2)=C(C#N)C1c1cccnc1 (configuration not stated)	1.1	-22	3	2
CCOc1ccc(-c2cc(CCCC(=O)N3CCN(c4ccc(OC)cc4)CC3)no2)cc1	1	4	6	-4
CSc1nc2c(ccc3ccccc32)o1	0.99	-3	5	-2
CC(O)Cc1nsc(NC(=O)c2cccs2)n1 (configuration not stated)	1.1	-16	19	-5
CCOC(=O)CN1CC23C=CC(O2)C(C(=O)NCc2ccccc2OC)C3C1=O (configuration not stated)	1.1	7	8	-2
Cc1nnc2n(-c3ccccc3)c(=O)c3c4c(sc3n12)CCCC4	1.1	-26	1	2
CCCCOc1ccccc1C1C(C(N)=O)=C(C)Nc2nnnn21 (configuration not stated)	0.95	-12	1	4
CCc1ccc(CNCc2cccnc2)cc1	0.9	-25	9	14
CCOc1ccccc1N(C(=O)Cn1nnnc1-c1ccc(C)o1)C(CC)C(=O)NC(C)(C)C (configuration not stated)	1	-9	7	-1
Cc1ccc(NC(=O)Cn2nnc(C(=O)NCc3cccs3)c2N)cc1	1.1	5	5	2

The listing continues:
molecule	Jurkat autofluor	VLA-4 antagonist	LNCaP diff act	VLA-4 agonist
Cc1nn(C(C)C(=O)N2CCc3ccccc3C2)c(=O)c2cc3occc3n12 (configuration not stated)	1.1	5	18	1
NC(=O)c1cccc(S(=O)(=O)N2CCCCC2)c1	0.95	-4	4	-2
CC(C)N(CCc1ccncc1)C(=O)Nc1ccc(Cl)c(Cl)c1	1.2	u	7	u
COCC(C)NC(=O)CCS(=O)(=O)c1nc(-c2ccc(OC)cc2)cc(C(F)(F)F)n1 (configuration not stated)	1.1	-15	12	-12
CN(C(=O)c1ccc2c(c1)OCO2)C1(C(=O)NC2CCCCC2)CCCCC1	0.99	8	2	-3
COc1cc(C(=O)N2CCN(c3cccc(C)c3C)CC2)cc(OC)c1OC	1.1	25	8	-5
CCOC(=O)N1CCC(NC(=O)CSc2cc(=O)n(CC)c3ccccc23)CC1	0.95	-2	4	-3
CC(C)N1CCC2(CC1)N=C(c1ccc3c(c1)OCO3)CC(c1cc(Cl)ccc1O)N2 (configuration not stated)	1.1	13	34*	-3
CC(=O)CC(=O)Nc1ccccc1NC(C)=O	0.98	4	9	-5
NS(=O)(=O)c1ccc(CCNc2cc(=O)n(Cc3ccc(F)cc3)c(=O)[nH]2)cc1	1.1	-7	6	0
Fc1ccc(-c2cc(C(F)(F)F)nc(NCC3CCCO3)n2)cc1 (configuration not stated)	1.1	2	9	-8
CC1CCCCC1NC(=O)Cn1nc(-c2ccccc2)ccc1=O (configuration not stated)	0.87	-24	12	11
CC(=O)Nc1ccc(Oc2ccc3nc(C)[nH]c3c2)cc1	0.99	-2	15	-1
CN(C)C(=O)CSc1nnc([C@H](Cc2c[nH]c3ccccc23)NC(=O)OC(C)(C)C)o1	0.97	-20	15	-2
COc1ccc(-c2nnc(SCC(=O)Nc3cc(C)on3)n2C)cc1OC	0.94	-10	3	2
COc1ccc(C)cc1NC(=O)c1nnn(Cc2cc(C)ccc2C)c1N	1.2	u	13	u
Cc1ccnc(NS(=O)(=O)c2ccc(N=CC3=C(O)CC(C)(C)CC3=O)cc2)n1	1.1	-26	11	7
O=C1CC(c2ccc(S(=O)(=O)NC3CC3)cc2)CN1 (configuration not stated)	1	0	9	1
Cc1cc(NC(=O)C2=C(O)c3ccccc3S(=O)(=O)N2C)no1	1	-4	4	1
COCCNC(=O)CSc1nc2ccc(N3CCOCC3)cc2c(=O)n1CCc1ccccc1	1.1	12	4	-3

Next section.
molecule	Jurkat autofluor	VLA-4 antagonist	LNCaP diff act	VLA-4 agonist
CCOC(=O)c1cn(CC)c2ccc(S(=O)(=O)N3CCC(C)CC3)cc2c1=O	1.1	15	12	4
CCC(C)Nc1nc2c(c(=O)n(C)c(=O)n2C)n1Cc1ccc(F)cc1 (configuration not stated)	1	-8	8	1
Cc1nnc(SCC(=O)Nc2ccc3c(c2)COC3=O)n1-c1ccccc1	1.1	-9	2	5
Cc1ccc(C)c(N2CCN(C(=O)Cn3cccc3)CC2)c1	1.1	-20	1	5
CCOc1cc2[nH]c(=S)n(CCCCC(=O)NCc3ccco3)c(=O)c2cc1OCC	1	-4	6	5
O=C(c1cc(-c2ccco2)on1)N1CCCc2ccccc21	1.1	4	8	0
CCCOC1(NC(=O)c2ccccc2)C(C)=CC(=O)C=C1C	1.1	8	12	-1
COc1ccccc1C(=O)Oc1cc(N)n(S(=O)(=O)c2ccc(C)cc2)n1	0.96	-8	6	4
